# CHO parental Ca: counter-screen for OX1R antagonists: effect in parental CHO cells; parental CHO-K1, ATP-induced calcium, Fluo-8 fluorescence; inhibition, % at 5.6 µM; 330,000 compounds, 0.63% hits;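 active = inhibition above that plate's mean sample inhibition plus 3 SD, cut at about 26% in these data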;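 also: 0% = ATP-challenged DMSO wells and 100% = DMSO wells without ATP; some compounds past the cut are filed as inactive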
#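 Material: parental CHO cells / Compound: single nominal dose of 5.6 µM per compound / Signal: Fluo-8 fluorescence / Replicates: singlicate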
# OXTR potentiator: human OXTR potentiation | P30559 | AID 2445 | activation, % at 3 µM | 320,000 compounds, 0.061% hits | CHO-OTR cells, Fluo-8 calcium fluorescence, potentiator mode; 0% = oxytocin EC15, 100% = EC100;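 active = activation above that plate's cutoff, the mean activation of tested compounds plus 3 SD, cut at about 6.6% in these data, passing the limit was not always enough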;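 also: 100% uses oxytocin at 75 nM as the full agonist control; some results filed as inactive read as strong as hits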
#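 System: human OTR in CHO cells; Also added: sub-maximal oxytocin, roughly EC15; Timing: compound 6 min at room temperature before oxytocin, 100 s read; Technique: Fluo-8 intracellular calcium fluorescence, ex 470-495, em 515-575 nm; Controls: oxytocin EC15 low and EC100 high; Replication: singlicate.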
# CHRM1 antagonist: human CHRM1 antagonism | P11229 | CHO-K1 hM1, Fluo-8 calcium fluorescence, ACh EC80 antagonist | inhibition, % at 3 µM | 360,000 compounds, 1.3% hits;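 active = percent inhibition above its own plate's cutoff, namely the mean of that plate's compound wells plus 3 SD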;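 also: peak over basal fluorescence ratio during 140 s after agonist addition; 0% = ACh EC80 plus DMSO and 100% = DMSO alone without agonist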
# CHRM1 PAM: positive allosteric modulators of human M1 muscarinic receptor. P11229. activation, % at 3 µM. AID 588819. 360,000 compounds, 0.088% hits. CHO-K1 hM1, Fluo-8 calcium fluorescence, ACh EC20; 0% = ACh EC20, 100% = maximal ACh; in the data active = activation above about 19%, passing the limit was not always enough
# CHRM1 agonist: activates human CHRM1 receptor | P11229 | CHO-K1 hM1, Fluo-8 calcium fluorescence, agonist mode; 0% DMSO, 100% acetylcholine EC100 | activation, % at 3 µM | 360,000 compounds, 0.33% hits;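 active = activation above the run's mean compound activation plus 3 SD, cut at about 16% in these data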;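 also: peak over basal fluorescence ratio within a 140 s kinetic read after compound addition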
# V1aR counter: V1a receptor agonism, counter-screen for OXTR agonists; activation, % at 3 µM; 320,000 compounds, 0.25% hits; AID 2797; CHO-V1R cells, Fluo-8 calcium fluorescence, agonist mode; 0% DMSO, 100% 3 nM vasopressin; P37288;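 active = activation above the mean activation of all tested compounds plus 3 SD, per screening run, cut at about 20% in these data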;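 also: signal is peak over basal fluorescence ratio across a 100 second FLIPR read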
# Target sequence (P37288 whole entry, looked up): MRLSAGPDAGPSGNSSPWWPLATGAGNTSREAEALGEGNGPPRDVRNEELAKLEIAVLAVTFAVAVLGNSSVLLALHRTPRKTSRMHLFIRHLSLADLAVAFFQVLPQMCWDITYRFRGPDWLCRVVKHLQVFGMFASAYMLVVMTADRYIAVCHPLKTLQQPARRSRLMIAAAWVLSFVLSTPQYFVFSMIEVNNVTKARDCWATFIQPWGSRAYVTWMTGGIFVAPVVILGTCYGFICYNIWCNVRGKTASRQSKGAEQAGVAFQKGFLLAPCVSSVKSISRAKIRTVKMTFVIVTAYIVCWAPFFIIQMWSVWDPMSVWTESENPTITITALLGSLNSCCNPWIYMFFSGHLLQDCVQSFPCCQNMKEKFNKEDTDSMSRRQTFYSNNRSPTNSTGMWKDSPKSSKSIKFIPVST
# TAAR1 ag: human TAAR1 agonism; CHO RD-HGA16 TAAR1, Fluo-8 calcium fluorescence; vehicle wells 0%, saturating PEA agonist 100%; activation, % at 3 µM; 360,000 compounds, 0.99% hits; AID 624467;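 active = activation above the mean activation of all test compounds in the run plus 3 SD, cut at about 38% in these data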
# Target sequence (Q96RJ0 whole entry, looked up): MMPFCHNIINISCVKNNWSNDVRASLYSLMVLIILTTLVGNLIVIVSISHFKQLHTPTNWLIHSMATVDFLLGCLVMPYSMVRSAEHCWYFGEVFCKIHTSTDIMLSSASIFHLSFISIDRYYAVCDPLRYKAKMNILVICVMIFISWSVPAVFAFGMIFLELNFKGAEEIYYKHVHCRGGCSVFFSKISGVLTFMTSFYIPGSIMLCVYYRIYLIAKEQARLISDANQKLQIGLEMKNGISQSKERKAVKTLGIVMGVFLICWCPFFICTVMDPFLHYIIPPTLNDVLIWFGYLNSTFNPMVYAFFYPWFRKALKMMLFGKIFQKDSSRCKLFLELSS
#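 Assay system – CHO-derived RD-HGA16 cells with stable Gα16 and human TAAR1 · Compound dosing – one-point dosing at 3 µM (nominal) · Incubation – 17-24 h seeding, 75 min 37 °C dye, 30 min RT · Measured by – kinetic Fluo-8 calcium fluorescence · Control set – DMSO vehicle as 0%, PEA at EC100 as 100% · Repeats – single well for each compound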
# OXTR ag: human OXTR agonism. activation, % at 3 µM. P30559. 320,000 compounds, 0.32% hits. CHO-OTR cells, Fluo-8 calcium fluorescence; normalized: DMSO 0%, oxytocin 100%;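 active = activation above the mean of all tested compounds plus 3 SD, cutoff set per screening run, cut at about 20% in these data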;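 also: peak over basal fluorescence ratio from a 100 s FLIPR kinetic read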
# TAAR1 antag: human TAAR1 antagonism; Q96RJ0; CHO RD-HGA16 TAAR1, Fluo-8 calcium fluorescence, antagonist; inhibition, % at 3 µM; 360,000 compounds, 1.5% hits; AID 624466;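 active = inhibition above a per-plate cutoff, the mean inhibition of test compounds on that plate plus 3 SD, cut at about 49% in these data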;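 also: 0% = DMSO plus EC80 beta-PEA response and 100% = DMSO alone without agonist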
#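 Test system – hTAAR1-expressing CHO RD-HGA16 cells, Gα16-coupled · Reagent – β-PEA at EC80 concentration, post-compound challenge · Compound dosing – 3 µM, single point · Timing – 140 s kinetic read after compound, 140 s after agonist · Detection – Fluo-8 intracellular calcium dye fluorescence, real-time kinetic reads · Control set – DMSO and EC80 PEA controls · Repeats – n of 1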
# An asterisk follows results filed as active; / = not tested or not shown; & = joins results of further samples.
# Sequence of screens: CHO parental Ca, OXTR potentiator, CHRM1 antagonist, CHRM1 PAM, CHRM1 agonist, V1aR counter, TAAR1 ag, OXTR ag, TAAR1 antag
CN1C(=O)C(Cc2cnc[nH]2)NC1=S (configuration not stated)
→ 1.1, -6.3, -3.2, 3.6, -3.8, 1.0, 1.1, 1.6, -20.2
COCCn1c(-c2ccc(Cl)cc2)nc2c(c(=O)c3ccccc3n2C)c1=O
→ 3.4, 5.6, /, /, /, -0.7, 4.6, -2.2, -21.8
O=C(Cc1cnc2ncnn2c1)N1CCc2c([nH]c3ccccc23)C1c1ccccc1F (configuration not stated)
→ -13.9, -2.5, 0.6, 9.8, -1.6, 6.8, 4.9, 1.7, -18.7
COc1ccccc1-n1c(-c2ccccc2)c[n+]2c1CCc1ccccc1-2
→ 6.1&0.6, -8.8&-0.8, 59.3*, -26.0&-24.4, -9.9&-7.5, 0.7&0.2, 3.8&1.5, -0.5&0.6, 4.3&-4.2
O=C(NC1CCCCC1)C(c1ccccc1)N(Cc1ccc2c(c1)OCO2)C(=O)c1cnsn1 (configuration not stated)
→ -26.9, -11.5, 9.9, -4.6, -2.3, 0.6, -0.9, -1.7, 6.7
Cc1cc(C)cc(Nc2cc(C)nc3ncnn23)c1
→ /, /, -21.9, 15.7, -4.5, /, -2.1, /, 1.9
CC(=O)Nc1ccc(NC(=O)CSc2ccc3nnc(-c4ccccn4)n3n2)cc1
→ 11.7, -2.4, -8.6, 6.6, -2.4, 0.9, 2.0, 0.1, -21.7
CCC(C)NC(=O)CC(C)C (configuration not stated)
→ 3.9, -2.9, -40.6, 13.6, -0.8, 0.8, 2.0, 0.8, -11.1
Cc1ccc(C2C(C(=O)c3sc(C)nc3C)=C(O)C(=O)N2CCN2CCOCC2)o1 (configuration not stated)
→ 4.9, -8.5, -0.2, 4.3, -2.6, 1.2, -2.3, -0.2, -17.0
O=C(NC1CCCCC1)C1CCCN1S(=O)(=O)c1ccc(Cl)cc1 (configuration not stated)
→ -10.5, 0.6, -5.5, 6.8, -2.4, -0.7, -0.1, 0.6, 14.6
Cn1c(C(=O)O)cc2cc(Oc3ccccc3)ccc21
→ -3.8, -2.8, -17.7, 12.9, 6.3, 0.1, -0.2, 3.9, 5.5
O=C(C1CCN(S(=O)(=O)c2ccccc2F)CC1)N1CCc2ccccc2C1
→ 0.0, -5.6, 4.8, -0.5, -4.6, 1.1, 6.2, 1.4, 6.8
CCOC(=O)C1=C(COC(=O)c2c(OC)cccc2OC)NC(=O)NC1C (configuration not stated)
→ -10.2, -9.9, -0.8, -1.2, 1.6, -1.6, 7.7, -2.1, 15.6
Nc1nnc(SCC(=O)N2CCN(c3ccccc3)CC2)n1-c1ccccc1
→ -6.6, -7.4, -0.2, 9.4, -2.2, 0.3, 2.9, 0.4, 6.1
CN(CC(=O)NC1CCCCCCC1)S(=O)(=O)c1cccc2cccnc12
→ -16.2, -3.2, -18.8, 11.4, -2.8, 1.9, 3.3, -0.2, -8.4
Cc1cc2cc(CCNC(=O)c3ccc(S(=O)(=O)N4CCCC4)cc3)c(=O)[nH]c2cc1C
→ -20.8, -12.1, 7.4, -4.5, -1.4, -0.1, 7.8, -1.2, 26.3
CCCCNC(=O)CSc1nc2c(sc(=S)n2-c2cc(Cl)ccc2OC)c(=O)[nH]1
→ 5.3, -2.7, -12.7, 12.0, -2.7, 0.2, 6.5, -0.4, -2.9
COc1ccccc1C(=O)NCC(=O)N/N=C/c1ccc2c(c1)OCO2
→ -17.7, -7.2, -2.0, 2.5, -3.2, 1.8, 1.9, 0.9, 2.1
Cc1cc(C)c(NC(=O)COC(=O)C2CCCO2)c(C)c1 (configuration not stated)
→ -12.6, 0.3, -10.0, 4.0, 2.8, -0.2, 1.9, 0.2, -7.1
O=C(OCC(=O)N1CCCC1)c1cc(Br)ccc1Cl
→ -3.7, -9.1, 6.2, 1.5, -1.9, 0.0, 1.6, -1.1, -0.9
COc1cccc(C(=O)NCCSc2ccc(Br)cc2)c1
→ -27.4, -21.8, -0.4, 3.4, -11.8, -0.3, 0.6, -2.6, 13.1
O=C(N/N=C/c1ccc([N+](=O)[O-])o1)c1cc(-c2ccncc2)nc2ccccc12
→ -10.9, -3.7, 11.7, -6.2, -1.9, 0.2, 11.5, -0.2, 18.6
Fc1ccc2cnc(-c3ccccc3)cc2c1
→ -16.4, -2.2, -4.2, 2.3, -3.6, 0.1, 2.1, -0.9, -41.5
CCN(CC)C(=O)[C@H]1C[C@H](CC(=O)NC(C)(C)C)C(=O)N2CCc3c([nH]c4ccc(Cl)cc34)[C@]12C
→ -37.9, /, -8.2, 7.3, -1.7, /, 2.8, /, -19.8
CCN(CC(=O)Nc1cccc(S(=O)(=O)N2CCCCC2)c1)Cc1ccccc1
→ 13.6, -2.3, -2.5, -0.8, -5.5, -0.8, 1.2, -2.7, -18.1
C/C=C/c1ccc(OCCOCCOc2cccc3cccnc23)c(OC)c1
→ -27.5, -4.2, -4.9, -0.5, -6.8, 3.6, 4.8, -2.9, -9.6
COc1ccc(Cc2nnc(SCC(=O)N(C)c3ccccc3)o2)cc1
→ -9.7, -1.5, 0.9, 4.4, -1.4, 1.1, -0.6, -1.5, -14.3
COc1cccc(NC(=O)CSCC(=O)Nc2ccccc2)c1
→ -11.5, -13.7, -42.6, 3.8, -0.1, 0.7, 6.0, -0.8, -3.2
CCOC(=O)C1(Cc2ccc(O)cc2)NC(c2ccco2)C2C(=O)N(c3ccccc3F)C(=O)C21 (configuration not stated)
→ -14.7, -4.7, -1.3, 3.1, 3.3, 2.6, 6.5, 8.3, 0.3
CCN(C(=O)CSc1nc2cc(C(F)(F)F)ccc2n1Cc1ccccc1)C1CCS(=O)(=O)C1 (configuration not stated)
→ -7.3, -0.3, -3.5, 8.3, -8.9, 0.6, 2.2, 0.4, -16.4
COc1ccc(OC)c(NC(=O)CCN2CCN(c3ccccc3F)CC2)c1
→ -30.9, -10.8, 4.2, 3.6, -3.3, 0.6, 1.4, -1.8, 8.4
CC(=O)c1cc(F)c(N2CCN(c3ccc([N+](=O)[O-])cc3F)CC2)cc1C
→ 0.7, -7.3, 8.1, -10.0, -7.0, 0.9, 3.2, 1.6, 0.4
C=CCn1c(SCC(=O)Nc2c(C)n(C)n(-c3ccccc3)c2=O)nnc1-c1ccncc1
→ /, /, -1.0, -0.2, -3.5, /, 0.8, /, -15.1
Cc1cccc(OCCCC(=O)Nc2ccc(N3CCOCC3)cc2)c1
→ -8.8, -6.6, -3.7, 6.7, 0.9, 5.1, 6.2, 6.4, 6.4
Cc1cc(C)nc(NS(=O)(=O)c2ccc(NC(=S)NC(=O)CC(C)C)cc2)n1
→ -5.3, -0.9, -30.1, 9.3, -3.5, -0.5, 8.5, -1.2, 1.8
CC1CC(C)CN(C(=O)c2ccc3c(=O)n(Cc4ccc5c(c4)OCO5)c(=S)[nH]c3c2)C1 (configuration not stated)
→ -3.5, 2.6, -1.3, 5.2, -1.0, 0.6, 11.2, 0.4, -10.4
CCOC(=O)c1cn2nc(Oc3ccc(C#N)cc3)ccc2n1
→ -32.6, -6.4, -13.1, 10.8, -2.0, 0.9, 1.4, 0.3, -9.2
O=C1N(Cc2ccccc2)c2ccc(Cl)cc2C12OCCO2
→ -2.1, -11.5, -7.5, 0.6, -2.8, -1.0, 1.8, -2.0, -2.7
CCc1cccc(CC)c1N1C(=O)C2=C(SCCCS2)C1=O
→ /, /, 15.7, -15.9, 20.2*, /, 40.1*, /, 47.4
O=S(=O)(NCc1ccc(F)cc1)c1ccc(-n2cccn2)cc1
→ -14.5, -8.8, -9.2, 6.5, 1.2, 2.8, 0.9, 1.6, 7.5
Cc1ccc(NC(=O)c2ccc(NCCCN3CCOCC3)c([N+](=O)[O-])c2)cc1Cl
→ -21.0, -6.5, -1.8, -7.6, -13.4, 2.2, 1.1, 2.9, 6.0
CC(C)C(=O)Nc1cccc(C(=O)Nc2ccccc2C(=O)O)c1
→ -5.7, -5.1, -9.1, 9.5, -1.4, 0.6, 4.7, -0.3, 4.2
CCc1nnc(NC(=O)CSc2nnc(-c3ccccc3O)n2CC)s1
→ -13.0, -2.4, -4.7, 1.0, -7.5, -0.1, 13.2, -0.7, 5.3
Cc1sc(NC(=O)CN(Cc2ccc(F)cc2)C(=O)C(C)C)c(C(N)=O)c1C
→ -5.4, -12.6, -11.6, 6.4, -2.5, 0.4, 7.7, 0.4, -15.7
COc1ccc(NC(=O)CCC(=O)N/N=C/c2cn(C)nc2C)cc1
→ -2.6, 2.0, -22.5, 14.4, -1.8, -0.2, 1.1, 1.5, -16.1
Cc1ccn2c(NC3CCCC3)c(-c3ccccn3)nc2c1
→ -18.2, -1.6, -10.8, 5.6, -4.4, -0.9, 15.4, -0.5, 15.8
CCCCC(NC(=O)c1ccc(C#N)cc1)C(=O)NCCC (configuration not stated)
→ -13.0, 1.5, -2.8, 8.0, -2.5, 1.4, 17.9, 0.8, -1.4
CCOc1ccc(-c2noc([C@@H]3O[C@H](CO)[C@@H](O)[C@H]3O)n2)cc1
→ /, /, -17.7, 7.1, -1.0, /, 2.6, /, -3.5
O=C(CSc1nnc(CNC(=O)c2c(F)cccc2F)o1)NCCc1ccccc1
→ -6.7, -0.2, -19.4, 19.5, -2.5, 0.9, 0.9, 0.1, 1.5
CCc1c(C)[nH]c2nc3ccccc3n2c1=O
→ -7.4, 1.2, 6.7, 1.5, -3.7, 0.0, 6.9, -0.1, -14.1
CCCCOC(=O)CNc1nnc(SCC(=O)OCC)[nH]c1=O
→ -5.4, -11.1, -19.9, -5.8, -3.5, 0.6, 0.1, -0.2, 1.6
Cn1c(Cc2cccs2)nnc1SC/C=C/c1ccccc1
→ -8.3, -11.4, -4.6, 2.8, -5.2, -1.0, 12.0, -0.9, -7.0
CC(C)N1C(=O)C(=O)N(CC(=O)N2c3ccccc3NC(=O)CC2C)C1=O (configuration not stated)
→ /, /, -11.9, 12.7, -2.3, /, 0.5, /, 6.9
C#CCSc1n[nH]c(=O)n1-c1cccc(C(F)(F)F)c1
→ -5.1, -4.5, 1.1, -2.6, -1.0, 1.2, 0.9, -0.8, -5.9
CC(=O)Nc1cncc(-c2cccc(N(C)C)c2)n1
→ /, /, -2.5, 2.2, -0.8, /, -0.4, /, 7.0
O=C(NCCCN1CCOCC1)c1onc(CSc2nc3ccccc3[nH]2)c1C(=O)NCCCN1CCOCC1
→ 3.7, -15.9, -4.4, 8.1, -8.8, 0.7, 8.5, 0.1, -0.9

# Screening results from PubChem BioAssay.
